Compound activity (PubChem)
HSP90 refold inh: inhibitors of HSP90 luciferase refolding in rabbit reticulocyte lysate; 0.91% of 290,000 active; AID 1789; inhibition, % at 5.6 µM; luciferase refolding luminescence, 3 h;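 active = inhibition above the screen-wide mean plus 3 SD, computed separately per campaign, cut at about 16% in these data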;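 also: 0% = DMSO wells and 100% = 60 µM geldanamycin wells; inhibitors lower the luminescence because luciferase stays unfolded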
Platelet DG rel: modulates dense granule release in human platelets; AID 1663; human platelet-rich plasma, SFLLRN dense granule ATP release, luminescence; 0.22% of 300,000 active; inhibition, %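 (compounds screened at 7.5 µM in platelet-rich plasma)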;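 active = mean replicate score, as percent of positive control, at or above 50; inconclusive = mean below 50 but at least one replicate at or above 50; inactive = mean and every replicate below 50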
AI-2 QS mod: Vibrio harveyi AI-2 quorum sensing modulation. Vibrio harveyi JMH597 AI-2 luminescence/OD600 ratio, 9 h; stronger effect = lower value; strain lacks LuxN and CqsS sensors; 0 = neutral-control median. 0.4% of 300,000 active. AID 2094. activity change, % at 7.5 µM; in the data active = activity change below about -75%, passing the limit was not always enough; inconclusive = no clear call, values can overlap the other calls;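 also: luminescence divided by OD600 gain over 9 h not by final OD600 alone; inactives centre near 13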
HDAC3 inh: blocks human histone deacetylase 3 | O15379 | recombinant HDAC3, fluorogenic peptide/trypsin coupled, fluorescence | inhibition, % at 8.3 µM | 0.15% of 320,000 active; in the data active = inhibition above about 26%, passing the limit was not always enough; inconclusive = no clear call, values can overlap the other calls
Target sequence (O15379 whole entry, looked up): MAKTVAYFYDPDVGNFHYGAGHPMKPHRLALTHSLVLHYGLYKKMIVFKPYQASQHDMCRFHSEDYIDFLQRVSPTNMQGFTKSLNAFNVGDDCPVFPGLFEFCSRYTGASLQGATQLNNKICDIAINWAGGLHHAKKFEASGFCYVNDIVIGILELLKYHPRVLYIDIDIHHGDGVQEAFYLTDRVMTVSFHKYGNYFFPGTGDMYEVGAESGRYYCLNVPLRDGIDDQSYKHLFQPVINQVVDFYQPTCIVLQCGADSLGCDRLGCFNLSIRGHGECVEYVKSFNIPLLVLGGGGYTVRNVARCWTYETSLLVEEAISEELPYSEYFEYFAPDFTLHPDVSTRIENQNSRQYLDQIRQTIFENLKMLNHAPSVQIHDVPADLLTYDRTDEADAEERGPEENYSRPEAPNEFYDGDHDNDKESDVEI
DYRK1A inh: inhibitors of rat Dyrk1A kinase. ADP-Glo luminescence, NFATc1 peptide. inhibition, % at 12.5 µM. 0.43% of 310,000 active. AID 504441; in the data active = inhibition above about 50%;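 also: plate controls were vehicle with enzyme for no effect and no enzyme for full effect; many of its hits are not listed in these tables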
PolyA inh: blocks polyadenylation in yeast reporter cells; 0.02% of 300,000 active; calls only at 12 µM; AID 1875; S. cerevisiae SKY197-pL101 polyadenylation reporter, beta-gal luminescence; efflux-impaired pdr1/pdr3 knockout yeast; score 100 = 6 SD above DMSO;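 active = lowest replicate activity score at least 50, where 100 means six control SD above control mean; inconclusive = lowest score under 50 but half or more replicates reach 50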;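 also: yeast exposed to compound for 9 h at 30 °C; higher score means more reporter readthrough which indicates perturbed polyadenylation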
GSK3A inh: inhibitors of human GSK-3 alpha kinase; P49840; ADP-Glo luminescence, 60 min; inhibition, % at 10 µM; 0.1% of 320,000 active;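 in the data active = inhibition above about 50%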;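 also: GST-tagged GSK-3 alpha with peptide substrate and 25 µM ATP; 0% = DMSO neutral wells and 100% = GW8510 positive control wells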
HSF1 inhib: HSF1 inhibition; activity change, negative = inhibition, % at 7.5 µM (by protocol); NIH3T3-HGL HSE-luciferase, MG132-induced, luminescence 8 h; stronger effect = lower value; 0.77% of 300,000 active;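 active = more than half of replicate wells show activity change below -50%, luminescence cut by over half; inconclusive = some wells, but at most half, below -50%; inactive = no replicate well below -50%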;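 also: luciferase reports HSF-1 transcriptional activity via heat shock element; 0% = median of DMSO wells and -100% = zero luminescence signal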
GSK3beta inhib: human GSK3beta kinase inhibition. P49841. GST-GSK3beta kinase, ADP-Glo luminescence, 60 min; stronger effect = lower value. activity score (negative = inhibition), % at 10 µM. 0.038% of 300,000 active. AID 2097;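 active = more than half of replicate wells score below -50%, meaning over 50% inhibition versus plate controls; inconclusive = some replicates but at most half score below -50%; inactive = no replicate scores below -50%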;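 also: 0% = median DMSO wells and -100% = median GW8510 positive control wells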
Target sequence (P49841 whole entry, looked up): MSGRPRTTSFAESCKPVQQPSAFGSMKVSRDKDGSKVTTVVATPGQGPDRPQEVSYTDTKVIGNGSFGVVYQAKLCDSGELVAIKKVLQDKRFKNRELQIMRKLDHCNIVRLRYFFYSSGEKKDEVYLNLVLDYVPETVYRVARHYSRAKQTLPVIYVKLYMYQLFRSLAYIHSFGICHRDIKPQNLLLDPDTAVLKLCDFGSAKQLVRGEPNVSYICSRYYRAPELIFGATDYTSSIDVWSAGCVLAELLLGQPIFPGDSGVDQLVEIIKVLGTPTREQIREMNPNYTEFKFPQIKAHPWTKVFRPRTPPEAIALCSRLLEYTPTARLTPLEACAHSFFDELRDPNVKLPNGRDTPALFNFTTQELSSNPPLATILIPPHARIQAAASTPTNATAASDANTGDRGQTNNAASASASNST
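test system = GST-tagged human GSK3beta kinase, cell-free | reagent = 25 µM ATP with peptide substrate | dosing = one dose of 10 µM per compound | schedule = 60 min reaction, RT | detection = luminescent ADP-Glo measurement of ADP formed | control set = DMSO neutral wells and GW8510 at 20 µM as positive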
HSF1 activator: increases HSF-1 driven luciferase reporter signal | 1.7% of 300,000 active | NIH3T3-HGL HSF-1 luciferase reporter, MG132, 8 h; 100% = twice DMSO control signal | activation, % at 9 µM;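 active = mean replicate activation of at least 50% with a set share of replicates each reaching 50%; inconclusive = only one of those two conditions met; inactive = mean below 50% and too few replicates reaching it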;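 also: 0% = median of the neutral control wells and 100% = twice that signal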
* marks the source's active call; other numbers are inactive results; i = inactive; ? = inconclusive; nt = no result given. These rows are one share of the data. The share of hits here may be higher or lower than overall.

SMILES	HSP90 refold inh	Platelet DG rel	AI-2 QS mod	HDAC3 inh	DYRK1A inh	PolyA inh	GSK3A inh	HSF1 inhib	GSK3beta inhib	HSF1 activator
CCC1=C(OC(=O)N(CC)CC)N2C(=O)OC(=NCC3CC3)[C@]2(C)[C@H]2C1=CC[C@H]1C(=O)N(CC)C(=O)[C@H]12	nt	4	-1	-4	20	i	-2	-3	4	2
COc1cccc(OCc2nnc(SCC(=O)OC3CCCCC3)n2C)c1	1	-1	14	8	0	i	2	-3	1	1
COc1ccc(C(=O)N2CCC(n3nccc3NC(=O)C3CC3)CC2)c(OC)c1OC	-4	5	12	-9	-4	i	-2	6	4	2
O=C(CN1C(=O)NC2(CCc3ccccc3C2)C1=O)NCc1ccco1 (centres undefined)	0	2	19	-1	-4	nt	2	5	4	-1
COCCNC(=O)C1(S(=O)(=O)c2ccccc2)CC=CC1	-6	-2	11	4	8	i	-1	2	2	5
CCCc1cc2c(=O)c(-c3ccc4c(c3)OCCO4)coc2cc1OS(C)(=O)=O	-5	-1	10	2	-7	i	-2	18	2	22
CC(C)CCNC(=O)CCSCCC(=O)NCCC(C)C	-2	-3	2	-4	-1	i	-1	-1	2	-1
O=C(NCc1ccco1)C1CCN(C(=O)c2cc3sccc3n2Cc2ccc(F)cc2)CC1	1	3	2	7	-7	i	-3	15	-7	17
Cc1ccc(C)c(NC(=O)c2cc3c([nH]c4ccccc43)c(C)n2)c1	-1	1	25	-3	6	i	-3	2	0	-2
CCC(C)Nc1nc2c(c(=O)[nH]c(=O)n2C)n1CCCc1ccccc1 (centres undefined)	-2	2	nt	-5	-4	i	0	-2	nt	-6
CCC(=O)OCCNc1cc(Sc2nc3ccccc3s2)c2nonc2c1[N+](=O)[O-]	4	-2	5	2	5	i	1	31	-2	85*
CC(C)=CC(=O)Nc1ccc(S(=O)(=O)Nc2ccccn2)cc1	0	2	-42	5	1	i	-1	-2	2	6
COC(=O)c1ccc(N=Cc2c(-c3ccccc3)[nH][nH]c2=O)cc1	0	1	-6	-5	-1	i	6	-11	-4	-26
O=C(CNC1CCCCCC1)c1cccs1	-3	1	23	1	1	i	-1	2	1	-2
COC(CNC(=O)c1c[nH]c2ccc(S(=O)(=O)N(C)c3ccc(F)cc3)cc2c1=O)OC	-1	9	18	-3	2	i	-1	-2	-2	34
CCCCCOc1ccc(/C=C/c2c([N+](=O)[O-])c(=O)n(C)c(=O)n2C)cc1	14	-4	-10	0	37	i	1	4	1	46
Cc1ccc(N2CC(C(=O)Nc3ccc(C)c(S(=O)(=O)N(C)C)c3)CC2=O)cc1 (centres undefined)	3	-3	8	-5	-9	i	-1	0	1	17
COc1ccc(C2Nc3ccccc3C(=O)N2NS(=O)(=O)c2ccccc2)c(OC)c1 (centres undefined)	3	-37	4	-9	2	i	-2	4	0	-12
COc1cc2c(cc1OC)C(C)N(C(=O)c1ccc(C)o1)CC2 (centres undefined)	-4	6	23	1	-4	i	-1	-2	0	-9
CCOc1ccccc1NC(=O)NC1CC2CCCC(C1)N2Cc1nnnn1CCc1ccccc1 (centres undefined)	1	-5	25	1	-4	i	-2	6	-3	3
COc1ccc(C2/C=C\CN(C(=O)C3CC3)[C@H](Cc3ccccc3)C(=O)N2Cc2ccc(F)cc2)cc1 (some centres undefined)	nt	-2	18	2	4	i	2	5	-3	nt
Cc1cc(C)n(-c2nc3c(c(=O)[nH]c(=O)n3C)n2C)n1	1	8	37	?	-6	i	nt	-10	0	-4
Cc1cc(N2CCOCC2)n2ncc(-c3ccccc3)c2n1	51*	5	12	?	0	i	3	-61*	-2	-69
CN1C(=O)OC(C)(CCc2ccccc2)C1(C)O (centres undefined)	5	nt	-1	-5	-5	i	-1	-2	1	0
COc1cccc(C(=O)/C=C/Nc2ccc(S(=O)(=O)Nc3cc(OC)nc(OC)n3)cc2)c1	0	21	-1	-10	35	i	-3	0	3	13
O=C(CN1CCN(C(c2ccccc2)c2ccccc2)CC1)Nc1ccc(N2CCOCC2)cc1	-2	0	0	-4	-7	nt	5	-8	3	-9
CCC(=O)N1c2ccc(S(=O)(=O)N3CCN(c4ccc([N+](=O)[O-])cc4)CC3)cc2CC1C (centres undefined)	-5	2	5	-4	-2	i	1	-2	1	6
Cc1cc(C)nc(N/C(=N/S(=O)(=O)Cc2ccccc2)Nc2ccccc2)n1	-1	-6	16	-3	-2	i	-6	-2	0	0
Cc1nn(-c2ccccc2)nc1C(=O)NN	0	19	14	-5	11	i	0	6	2	33
NS(=O)(=O)c1cccc2cccnc12	0	-4	18	-1	2	i	-4	-9	1	-10
COC(=O)CCCC(=O)NC1CCCc2c1cnn2-c1ccc(F)cc1F (centres undefined)	-2	16	32	0	12	i	-7	2	-2	-3
CCC1=NNC(=O)C(CC(=O)Nc2ccccc2)c2cc(OC)c(OC)cc21 (centres undefined)	-2	0	11	0	2	i	1	-1	2	2
CCN(CC)S(=O)(=O)c1ccc(Cl)c(C(=O)Oc2cccc(-c3cnc4ccccc4n3)c2)c1	-1	1	14	-4	10	i	1	22	-1	30
CCC1C(=O)N(C)CCc2ccccc21 (centres undefined)	-7	6	12	1	1	i	-2	-21	-1	-27
O=C(COc1ccccc1[N+](=O)[O-])Nc1ccc(NC(=O)c2cc3ccccc3o2)cc1	-1	-3	3	-1	-1	i	0	-27	5	-28
Cc1ccc(S(=O)(=O)Nc2c(C)n(C)n(-c3ccccc3)c2=O)cc1C(=O)OC(C)C(=O)N(C)c1ccccc1 (centres undefined)	2	1	9	-1	6	i	-1	-2	-2	12
O=c1oc(-c2cccnc2)nc2ccccc12	2	8	12	?	6	i	1	-6	-4	-18
COc1ccc(-c2cc(C(=O)Nc3cc(Br)ccc3O)no2)cc1	-2	-1	22	2	-1	i	-1	5	1	-5
CCc1ccc(-c2csc(NC(=O)C3CC(=O)N(c4ccc5c(c4)OCCO5)C3)n2)cc1 (centres undefined)	-4	-2	33	3	4	i	-1	-12	3	-13
COc1ccc(C(=O)NC2CCSc3ccccc32)cc1S(=O)(=O)N1CCOCC1 (centres undefined)	nt	-6	8	nt	-1	i	0	6	0	18
CC(C)Oc1ccccc1C1CC(=O)Nc2cc3c(cc21)OCO3 (centres undefined)	-1	-6	17	3	-3	i	-1	-37	-7	-39
Cc1cc(C(=O)NCC(=O)OCC(=O)N(C(C)C)C(C)C)ccc1[N+](=O)[O-]	1	-17	13	-4	0	i	1	-13	-1	0
O=C(c1ccc(Br)cc1)N1CCC2(CC1)NCCc1[nH]cnc12	1	2	11	-1	nt	i	-2	3	-2	-5
Fc1ccc(-c2nc3ccccc3[nH]2)cc1	-2	3	14	-3	2	i	0	18	-1	29
CCOC(=O)CN1C(=O)SC(Nc2ccc(C)cc2)C1=O (centres undefined)	-1	1	1	-3	-2	i	-2	0	-1	11
CCSc1nnc(NS(=O)(=O)c2ccc(C)cc2)s1	-4	7	19	2	-4	i	-4	-11	4	-13
NC1=NC[C@@H](Cc2ccc(O)cc2)N1CCc1cccc(F)c1	nt	-6	34	-1	18	nt	-2	12	1	5
COC(=O)N/N=C\c1ccc(OC/C=C/c2ccccc2)cc1	-5	3	37	-7	nt	i	0	-5	1	21
Cc1ccc(CSc2nnc(-c3cccc(S(=O)(=O)N4CCOCC4)c3)n2C2CCCC2)cc1	6	-5	19	19	5	i	2	18	0	7
CCOc1ccccc1/C=N/NC(=O)CSc1n[nH]c(=O)[nH]c1=O	-1	-4	9	4	-2	i	3	-2	-3	-5
COC(=O)/C(C#N)=C1/C=Cc2ccccc2N1C	0	6	4	-2	27	i	1	4	-1	17
Cc1ccc(C)c(OCCN2C(=O)NC3(CCc4ccccc4C3)C2=O)c1 (centres undefined)	2	0	22	8	1	i	-1	1	4	-4
S=c1[nH]nc(-c2ccc(Br)cc2)n1Cc1ccco1	3	0	-12	0	-2	i	1	-2	1	1
Cc1c(C(=O)N2CCCCC2)c(S(=O)(=O)N2CCN(c3ccc(F)cc3)CC2)c(C)n1C	1	-27	-4	1	0	i	2	-11	2	2
COCCn1c(=O)c2c(nc3n2CC(C)CN3CCc2ccccc2)n(C)c1=O (centres undefined)	-1	-5	0	1	nt	i	-1	11	3	36
C=CCNC(=O)C(C(=O)OCC)C1CCCCC1 (centres undefined)	8	1	7	4	4	i	5	-1	-1	-3
COc1ccccc1N1CCN(C(c2cccs2)C(C)NC(=O)c2ccco2)CC1 (centres undefined)	-3	-2	12	4	5	i	-3	0	1	-1
CCOc1ccc(CN2CCNC(=O)C2CC(=O)N(C)CC2CCOCC2)cc1 (centres undefined)	-7	-3	20	2	-5	i	0	1	-1	-16
O=C(O)c1ccc2c(=O)n3c(nc2c1)/C(=C/c1ccc(Cl)cc1Cl)CC3	-3	2	16	-2	1	i	1	-4	-1	8
O=C(c1nnc(-c2ccc(Cl)cc2)o1)C1CCCC1	4	1	6	-2	nt	i	-3	9	0	-1

(continued)
SMILES	HSP90 refold inh	Platelet DG rel	AI-2 QS mod	HDAC3 inh	DYRK1A inh	PolyA inh	GSK3A inh	HSF1 inhib	GSK3beta inhib	HSF1 activator
CCc1c(C)nc(N2CCN(Cc3ccccc3)CC2)[nH]c1=O	1	-1	25	5	0	i	1	0	2	-8
CCN(C(=O)CSc1nnc2ccccn12)c1c(N)n(Cc2ccccc2)c(=O)[nH]c1=O	1	12	8	-1	-5	i	-1	-2	1	4
CCCc1nc2oc3ccccc3c(=O)c2c(=O)n1-c1ccc(C)cc1	0	-8	nt	-4	nt	i	-1	18	-3	44
COc1cc(OC)cc(-c2nc3cc(C)ccc3o2)c1	-5	10	18	-2	5	i	-1	19	0	?
Cc1c(C(=O)O)oc2ccc(S(=O)(=O)NCc3ccc(F)cc3)cc12	0	3	31	1	8	i	4	-9	1	-9
Nc1n[nH]c2cc(=O)n(-c3cccc(C(F)(F)F)c3)nc12	-2	-2	21	1	8	i	nt	8	-4	-2
Cc1c(Cl)cccc1NC(=S)NCc1cccn1C	-7	1	12	-2	-4	i	-2	2	3	18
Cc1cc(C(=O)Nc2ccc(N3CCOCC3)c3nonc23)ccc1[N+](=O)[O-]	0	10	7	1	8	i	1	2	2	8
CC(NC(=O)CCC(=O)c1ccc(F)cc1)C1CC2CCC1C2 (centres undefined)	-2	-22	9	5	-6	i	-1	-7	4	6
COc1ccccc1C(=O)Nc1ccccc1N1CCN(S(C)(=O)=O)CC1	0	-19	22	0	13	i	0	-4	-1	17
CCSc1cnn(-c2ccccc2)c(=O)c1SCC	2	-2	10	-4	-1	i	1	2	-1	-1
